Large T inhibition: SV40 large T antigen inhibitors, biochemical (AID 1903). SV40 large T antigen ATPase/helicase inhibition assay; higher % means a stronger effect. inhibition, % at 20 µM, or IC50 in µM where a hit was titrated. 0.39% of 310,000 active; in the data active = a potency from the dose series; inconclusive = inhibition mostly from about 32% at the one dose, without a potency; inactive = the rest, 99 in 100 with inhibition below about 32%; also: strong numbers were not always called active
bCat nuc transl: modulators of beta-catenin nuclear translocation, primary screen, imaging, HeLa cells, immunofluorescence, high-content; AID 1665, 2009; nuclear translocation activity, % at 5 µM; 0.3% of 190,000 active;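 active = nuclear translocation activity above 50% at 5 µM, with a well cell count of 50 or more; inconclusive = wells under 50 cells across six images, flagged as toxic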;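 also: per-cell ratio of nuclear to cytoplasmic median beta-catenin stain intensity; plate controls were DMSO negative control for no effect and GSK-3 inhibitor IX positive control for full effect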
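System: Human HeLa cells, endogenous beta-catenin | Compound dosing: 5 µM primary, 0.02–20 µM confirmation | Timing: 24 h compound exposure at 37°C, 5% CO2 | Measured by: Fluorescence imaging of beta-catenin antibody stain plus DAPI | Read-out basis: % activation of per-cell nuclear versus cytoplasmic median beta-catenin signal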
Myeloid diff 2: induction of myeloid progenitor differentiation, primary screen, cell-based, flow cytometry, MLPCN library. AID 624256, 2012. ER-HoxA9 myeloid progenitors, lysozyme-GFP differentiation. 1% of 360,000 active. calls only at 10 µM;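 active = normalized GFP-positive differentiation at or above the plate's own cutoff, the solvent-only control mean plus 3 SD; inconclusive = no clear call, values can overlap the other calls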;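 also: cells exposed to compound for four days before flow analysis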
MgcRacGAP inhibition: MgcRacGAP GTPase-activating activity inhibitors, confirmation, biochemical, ADP Hunter fluorescence; Rac GTPase-activating protein 1 (Homo sapiens); MgcRacGAP-stimulated Rac1 GTP hydrolysis, ADP Hunter fluorescence; higher % means a stronger effect; GST-tagged Rac1 F28L mutant substrate; inhibition, % at 30 µM; hits with a dose series show IC50 in µM; 0.6% of 340,000 active; AID 624330, 2012;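 active = first-screen hits whose inhibition reached a set limit at any dose in the follow-up dose series; inconclusive = inhibition above the set first-screen limit but never retested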;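 also: fluorescence reports GDP produced by GAP-driven GTP hydrolysis; strong numbers were not always called active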
West Nile virus CPE: West Nile virus antiviral activity, cell-based, CPE readout (AID 1621); West Nile virus-infected cells, CPE inhibition; higher % means a stronger effect; 0.02% of 290,000 active; CPE inhibition, % at 10 µM; hits with a dose series show IC50 in µM; in the data active = a potency from the dose series; inconclusive = CPE inhibition mostly from about 3.7% at the one dose, without a potency; inactive = the rest, 99 in 100 with CPE inhibition below about 2.2%; also: strong numbers were not always called active
Salmonella PhoP GFP: inhibitors of PhoP regulon expression, primary screen, Salmonella Typhimurium, GFP reporter (AID 1863). S. Typhimurium PhoP-regulated promoter GFP reporter, 4 h; higher % means a stronger effect. 0.16% of 300,000 active. inhibition, % at 50 µM, or IC50 in µM where a hit was titrated;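 active = inhibition over 29.93%, a cutoff 3 SD above the screen mean, later confirmed by dose response; inconclusive = inhibition over 29.93% but no dose response follow-up; inactive = inhibition at most 29.93% or unconfirmed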;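 also: 0% = low Mg2+ inducing control and 100% = high Mg2+ repressing control; strong numbers were not always called active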
WT yeast gro inh: growth inhibition of WT strain, primary screen, mitochondrial fusion inhibitor project, WT and mutant strains, chemical genetic; mitochondrial fusion phenotypic screen; inhibition, % at 10 µM; 2.1% of 190,000 active; AID 1362, 2008; in the data active = inhibition above about 58%; tested in S. cerevisiae
T cell HTS: modulators of CD8 T cell-vesicle binding, primary screen, mouse 2C CD8+ T cells, flow cytometry. calls only at 7 µM. 0.068% of 330,000 active. 2C CD8+ T cell-vesicle binding; active compounds read low;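 active = response, share of CD8 T cells binding vesicles, and their 90th percentile fluorescence all below set limits, cut at about 80% in these data, passing the limit was not always enough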
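Test system: purified 2C TCR transgenic mouse naive CD8+ T cells. Probe or stimulus: QL9-peptide-loaded Drosophila micro-vesicles bearing Ld, ICAM-1 and B7-1. Incubation: binding step 1.5 h, 37 °C, antibody labelling 20 min, ice. Measured by: flow cytometry of vesicle-bound cells.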
RSV CPE inhibition: RSV antiviral activity via CPE protection, HEp-2 cells, primary 10 µM value included (AID 2391). one-dose CPE inhibition, % at 10 µM; IC50 in µM for titrated hits. HEp-2 cells, RSV-induced CPE inhibition; higher % means a stronger effect. 0.13% of 310,000 active; in the data active = a potency from the dose series; inconclusive = CPE inhibition mostly from about 23% at the one dose, without a potency; inactive = the rest, 99 in 100 with CPE inhibition below about 21%; also: strong numbers were not always called active
WT yeast gro inh mutant strain: further read-out of WT yeast gro inh, marked with its call; inhibition, %; mitochondrial fusion phenotypic screen, mutant strain inhibition
bCat nuc transl cell count 5 µM: recorded beside bCat nuc transl, whose call it bears; cell count; measured here: cell count, cytotoxicity flag
T cell HTS vesicle-bound %: second read-out of T cell HTS, no call of its own (marks repeat the call); double positive events, %; measured here: CD8+ vesicle-bound cell fraction;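 binding gate set so that unloaded-vesicle control wells show 10% double positive cells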
Myeloid diff 2 GFP+ MAC1+ %: second read-out of Myeloid diff 2, no call of its own (marks repeat the call); GFP+ MAC1+ double positive, %; measured here: differentiation confirmed by MAC1 staining
* = called active by the depositor; i = inactive; ? = inconclusive; . = no result given.

The line under a structure holds: Large T inhibition	bCat nuc transl	bCat nuc transl cell count 5 µM	Myeloid diff 2	Myeloid diff 2 GFP+ MAC1+ %	MgcRacGAP inhibition	West Nile virus CPE	Salmonella PhoP GFP	WT yeast gro inh	WT yeast gro inh mutant strain	T cell HTS	T cell HTS vesicle-bound %	RSV CPE inhibition
(1) CC1=C(C(=O)OC(C)C)C(c2ccc3c(c2)OCO3)NC(=O)N1 (stereo unspecified)
  1%	.	.	i	0.7	10%	-0.2%	2%	.	.	i	52	0.3%
(2) C/C(=N/OCC(=O)NCCCCCCNC(=O)CO/N=C(/C)c1cccs1)c1cccs1
  11%	0.9	823	i	0.5	7%	-1.8%	2%	18	8	i	66	13%
(3) O=C(Nc1cc(C(F)(F)F)ccc1N1CCOCC1)c1ccc(Cl)nc1
  18%	1.2	1111	i	1.0	13%	-0.3%	6%	5	-22	i	7	.
(4) Cn1c(=O)c2c(ncn2CCC(=O)N/N=C/c2cccnc2)n(C)c1=O
  12%	-3.7	1193	i	0.7	9%	0.5%	-4%	.	.	i	54	1.1%
(5) COc1cc(NS(=O)(=O)c2ccc3c(c2)C(C)(C)C(=O)N3C)cc(OC)c1
  .	.	.	i	2.4	4%	0.6%	.	.	.	i	10	-1.4%
(6) CCNC(=O)NC(=O)C(C)OC(=O)c1oc2ccc(OCC)cc2c1C (stereo unspecified)
  10%	-0.1	1060	i	0.8	5%	-0.1%	3%	0	9	i	18	0.9%
(7) CNC(=O)NC(=O)C(C)N1CCN(C/C=C/c2ccccc2)CC1 (stereo unspecified)
  26%	3.9	1012	i	0.4	-5%	-0.5%	3%	-16	0	i	43	-0.9%
(8) CCCCN(CC)CCNC(=O)c1cc2c(-c3ccc(Cl)cc3)nn(C)c2s1
  8%	.	.	i	1.4	229µM*	-1.5%	.	.	.	i	60	-1.8%
(9) CN1C(C(=O)Nc2ccc(C(=O)O)cc2)=C(O)c2ccccc2S1(=O)=O
  .	.	.	i	0.6	7%	.	.	.	.	i	63	1.9%
(10) O=c1c(N2CCCCC2)coc2ccccc12
  5%	-0.5	1226	i	1.1	3%	-0.1%	2%	-3	-2	i	33	3.6%
(11) Cc1ccc(NC(=O)C2CC(=O)N(Cc3ccccc3)C2)cc1S(=O)(=O)N1CCCCCC1 (stereo unspecified)
  3%	1.7	1009	i	0.8	5%	-1.0%	-6%	-6	13	i	58	11%
(12) O=C(Cc1coc2ccc3ccccc3c12)N1CCc2ccccc21
  3%	-1.7	1056	i	0.9	8%	0.5%	-1%	-11	15	i	40	6.2%
(13) CCOc1ccc(CCNC(=O)CN2C(=O)NC3(CCCCC3C)C2=O)cc1OCC (stereo unspecified)
  0%	.	.	i	0.7	-1%	.	-10%	.	.	i	49	1.5%
(14) N=c1n(CCN2CCCCC2)c2ccccc2n1CC(=O)c1ccc(Cl)c(Cl)c1
  8%	0.9	1199	i	0.3	.	0.5%	-6%	.	.	i	5	?
(15) Cc1ccccc1NS(=O)(=O)c1ccc(NC(=O)N2CCCCC2)cc1
  16%	.	.	i	0.7	5%	-1.0%	2%	.	.	i	8	11%
(16) NC(=O)c1ccccc1N/C=C/C(=O)c1cccs1
  11%	0.1	1132	.	.	13%	0.5%	-1%	17	21	i	33	3.0%
(17) COc1cccc(/C=C2/SC(=O)N(C)C2=O)c1OCc1ccc(C(=O)O)cc1
  7%	0.9	850	i	0.4	5%	0.9%	-7%	1	1	i	37	-0.1%
(18) Cc1ccc2c(c1)c1ncn(CCC3=CCCCC3)c(=O)c1n2C
  8%	1.0	1155	i	0.8	8%	0.0%	-11%	-1	14	i	12	12%
(19) CCc1ccc(OCc2ccc(C(=O)O)o2)cc1
  8%	.	.	i	1.2	4%	0.2%	.	.	.	i	31	-0.5%
(20) CCN(CC)CCOC(=O)CCc1cccc2ccccc12
  3%	-1.4	1092	i	1.4	22%	0.2%	2%	-9	-1	i	26	-0.1%
(21) Cc1cc(Cl)c(S(=O)(=O)Nc2cccc(O)c2)cc1OCC(N)=O
  7%	2.3	862	i	1.3	-3%	-0.1%	0%	-9	-7	i	46	1.6%
(22) O=[N+]([O-])c1ccc(Cc2cncc(O)c2)cc1
  4%	.	.	i	0.9	5%	-0.1%	-1%	.	.	i	30	1.9%
(23) Cc1cc(C)nc(-n2nc(C)cc2NC(=O)CNC(C)c2ccccc2)n1 (stereo unspecified)
  4%	-2.5	1329	i	1.5	8%	-0.4%	2%	23	19	i	27	0.3%
(24) O=C(N/N=C/c1cn[nH]c1-c1ccc(Cl)cc1)c1ccc([N+](=O)[O-])cc1
  14%	0.6	1522	i	0.6	7%	1.2%	1%	0	4	i	60	-0.1%
(25) CCN(CC)CCn1c(NC(=O)c2ccccc2O)nc2ccccc21
  9%	.	.	i	0.6	7%	-0.7%	7%	.	.	i	65	-1.1%
(26) Cc1cccc(N2CCN(C(=O)Cc3cn(C)c4ccccc34)CC2)c1C
  4%	.	.	i	0.9	4%	0.5%	-9%	26	4	i	21	1.5%
(27) COc1ccc2c(c1)OC[C@H]1[C@H]2N2C(=O)CN(Cc3ccco3)C(=O)[C@@]2(C)[C@H]1c1ccccc1
  .	.	.	i	2.0	6%	.	.	.	.	i	23	1.0%
(28) CCCNC(=O)Nc1ccccc1C(=O)Nc1ccc(OC)cc1
  16%	-1.3	1030	i	0.3	5%	-0.4%	4%	-1	0	i	50	1.7%
(29) O=c1c(-c2ccc(Cl)cc2)[n+]([O-])c2ccccc2n1OCc1ccccn1
  8%	-0.7	1382	i	0.7	2%	-0.9%	-31%	6	12	i	32	0.3%
(30) O=C(COC(=O)C1(c2ccccc2F)CCCC1)N1CCN(C(=O)c2ccco2)CC1
  11%	-3.8	1058	i	0.8	17%	-0.6%	5%	5	7	i	8	4.7%
(31) Cc1ccccc1CNC(=O)Cc1ccccc1[N+](=O)[O-]
  5%	-1.1	978	i	0.7	-1%	0.0%	-1%	-1	-8	i	49	-0.2%
(32) CC(=O)Nc1ccc(NC(=O)c2c(C)c(-c3ccccc3)nc3ccccc23)cc1
  12%	.	.	i	0.9	7%	.	.	.	.	i	44	0.8%
(33) COc1cccc(N2CCN(c3ccc4nnc(CCC(=O)Nc5ccc(OC)c(OC)c5)n4n3)CC2)c1
  16%	.	.	i	2.5	6%	0.6%	-6%	.	.	i	18	3.4%
(34) OCCOCCNc1ncnc2c1c(-c1ccccc1)cn2-c1ccccc1
  10%	.	.	i	0.6	11%	0.4%	-9%	.	.	i	19	2.6%
(35) COC(=O)c1cc(OC)c(OC)cc1NC(=S)N1CCCC(CO)C1 (stereo unspecified)
  5%	0.1	1204	i	7.3	-3%	0.5%	-5%	-17	-11	i	12	0.0%
(36) CCCCn1c(N)c(N2CCOCC2)c(=O)n(CC(=O)NCCc2ccccc2)c1=O
  28%	-0.6	1034	i	2.1	-2%	-0.1%	-3%	-7	6	i	52	0.1%
(37) O=C(COC(=O)c1cc(-c2ccccc2Cl)nc2ccccc12)Nc1ncc(C(F)(F)F)cc1Cl
  5%	0.0	1089	i	0.6	2%	0.1%	-18%	-3	-3	i	46	2.9%
(38) COc1ccccc1NS(=O)(=O)c1ccc(O)c(C(=O)OCc2cccc([N+](=O)[O-])c2)c1
  11%	0.7	1059	i	0.3	11%	-0.5%	2%	29	2	i	49	1.1%
(39) CC(/C=C/C=C/c1ccccc1)=N/NC(=O)CNc1ccccc1C
  -1%	0.7	513	i	0.3	9%	-0.2%	28%	1	-8	i	47	0.7%
(40) O=C1C2C(C(=O)N1/N=C/c1cc(Br)cc([N+](=O)[O-])c1O)C1C=CC2C12CC2 (stereo unspecified)
  9%	-2.0	1114	i	0.8	14%	0.0%	8%	-11	1	i	32	11%
(41) CC(Oc1ccc2c3c(c(=O)oc2c1)CCC3)C(=O)NC1CCN(Cc2ccccc2)CC1 (stereo unspecified)
  3%	.	.	i	1.7	11%	-0.2%	3%	.	.	i	27	-0.7%
(42) CCOC(=O)C(=CNc1ccc(Cl)cn1)C(=O)OCC
  10%	1.0	1262	i	0.4	11%	1.7%	-6%	.	.	i	35	.
(43) Cc1ccc(-n2nnnc2SCC(=O)c2cc(C)n(CC3CCCO3)c2C)cc1 (stereo unspecified)
  -15%	.	.	i	1.2	8%	-0.5%	-4%	10	-16	i	19	1.6%
(44) O=C(O)CNC(=O)c1ccc(S(=O)(=O)N2CCOCC2)cc1
  8%	.	.	i	1.0	8%	0.1%	6%	13	-6	i	22	0.5%
(45) COc1cccc(CNC(=O)CCn2ccc3cc(S(=O)(=O)N4CCCC4)ccc32)c1
  1%	.	.	i	1.0	1%	-0.1%	-2%	.	.	i	28	1.0%

Entries shown so far that have a nitro group on carbon:
The line under a structure holds: Large T inhibition	bCat nuc transl	bCat nuc transl cell count 5 µM	Myeloid diff 2	Myeloid diff 2 GFP+ MAC1+ %	MgcRacGAP inhibition	West Nile virus CPE	Salmonella PhoP GFP	WT yeast gro inh	WT yeast gro inh mutant strain	T cell HTS	T cell HTS vesicle-bound %	RSV CPE inhibition
(22) O=[N+]([O-])c1ccc(Cc2cncc(O)c2)cc1
  4%	.	.	i	0.9	5%	-0.1%	-1%	.	.	i	30	1.9%
(24) O=C(N/N=C/c1cn[nH]c1-c1ccc(Cl)cc1)c1ccc([N+](=O)[O-])cc1
  14%	0.6	1522	i	0.6	7%	1.2%	1%	0	4	i	60	-0.1%
(31) Cc1ccccc1CNC(=O)Cc1ccccc1[N+](=O)[O-]
  5%	-1.1	978	i	0.7	-1%	0.0%	-1%	-1	-8	i	49	-0.2%
(38) COc1ccccc1NS(=O)(=O)c1ccc(O)c(C(=O)OCc2cccc([N+](=O)[O-])c2)c1
  11%	0.7	1059	i	0.3	11%	-0.5%	2%	29	2	i	49	1.1%
(40) O=C1C2C(C(=O)N1/N=C/c1cc(Br)cc([N+](=O)[O-])c1O)C1C=CC2C12CC2 (stereo unspecified)
  9%	-2.0	1114	i	0.8	14%	0.0%	8%	-11	1	i	32	11%
